HT1080 IDH1KD tx – qHTS for induction of synthetic lethality in tumor cells producing 2HG: qHTS for the HT-1080-IDH1KD cell line; HT-1080 IDH1 knockdown viability, ATP luminescence, 48 h; Potency, µM (series often up to 46.1 µM), for the others: at the top dose activity, negative = toxicity, most hits filed as cytotoxic; hit rate 2% among 360,000;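 further: 0% = DMSO wells and -100% = cell-free medium wells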
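HT-1080-IDH1KD cells (IDH1 knocked down), 750/well in RPMI with 5% FBS, treated with compound 48 h at 37 degrees C. Viability by CellTiter-Glo luminescence, normalised to DMSO and no-cell wells; concentration-response curves classed.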
KB-V1 cytotox – qHTS assay for MDR1-selective chemotherapeutics: Primary screen using the drug-selected MDR subline cells KB-V1. KB-V1 MDR cells viability, CellTiter-Glo, 72 h. Potency, µM (doses to about 46.1 µM), for inactives: at the highest dose activity change, negative = cytotoxicity, hits mostly cytotoxic. hit rate 3.4% among 400,000. AID 1347076, 2019; further: on the % scale 0 is the no-effect control and ±100 the full control effect; nearly all actives have a fitted effect of over 60% in size
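In this primary screen, KB-V1 cells overexpressing P-gp are incubated with library compounds (lowest to highest concentration) for 72 h at 37 degrees C before a luminescent ATP viability read.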
HT1080-NT tox – qHTS for induction of synthetic lethality in tumor cells producing 2HG: qHTS for the HT-1080-NT fibrosarcoma cell line; hit rate 1.6% among 360,000; HT-1080-NT fibrosarcoma viability, CellTiter-Glo ATP luminescence, 48 h; Potency, µM (titrated, usually from 46.1 µM), for inactives: at the top dose activity, negative = less viability, most hits filed as cytotoxic; AID 686970, 2013;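 further: NT is the 2HG producing partner of a matched IDH1 knockdown line; 0% = DMSO-treated cells and -100% = media-only wells without cells; nearly all actives have a fitted effect of over 55% in size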
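Fibrosarcoma NT cells, 750 per well in 5% FBS RPMI, were exposed to compound for 48 hours. Viability: CellTiter-Glo luminescence.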
GLP-1R inv ag – qHTS of GLP-1 Receptor Inverse Agonists (Inhibition Mode); HEK293 GLP-1R CRE-luciferase, luminescence, 24 h; GLP-1R form is constitutively active; Potency, µM (doses to about 38.3 µM), inactives show at the top dose activity change, negative = inhibition, usual class: inhibitors; hit rate 1.6% among 410,000; further: on the % scale 0 is the no-effect control and ±100 the full control effect; nearly all actives have a fitted effect of over 55% in size
Target sequence (P43220 whole entry, looked up): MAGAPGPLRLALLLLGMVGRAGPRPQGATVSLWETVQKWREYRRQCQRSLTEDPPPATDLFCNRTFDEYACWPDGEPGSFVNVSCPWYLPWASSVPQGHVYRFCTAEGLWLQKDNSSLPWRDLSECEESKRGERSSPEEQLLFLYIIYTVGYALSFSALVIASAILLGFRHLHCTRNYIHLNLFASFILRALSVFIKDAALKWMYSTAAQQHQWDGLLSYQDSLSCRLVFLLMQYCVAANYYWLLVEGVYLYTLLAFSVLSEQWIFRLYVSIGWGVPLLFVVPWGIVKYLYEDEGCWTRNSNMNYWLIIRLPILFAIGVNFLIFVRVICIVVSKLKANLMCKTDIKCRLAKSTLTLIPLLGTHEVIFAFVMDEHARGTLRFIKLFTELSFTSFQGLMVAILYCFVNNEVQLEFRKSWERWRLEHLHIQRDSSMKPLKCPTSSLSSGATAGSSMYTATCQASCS
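Inverse agonists were sought by their lowering of basal cAMP reporter luciferase output in HEK293 cells stably carrying constitutively active human GLP-1R, after 24 h compound treatment.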
SW480 rerep – A quantitative high throughput screen for small molecules that induce DNA re-replication in SW480 colon adenocarcinoma cells; SW480 DNA re-replication, Hoechst DNA content imaging, 48 h; Potency, µM (highest dose often 46.1 µM), for inactives: at the top dose re-replication activation, actives largely listed as activators; hit rate 1.8% among 340,000; AID 624297, 2012; further: % of control where 0% means no effect; nearly all actives have a fitted effect of over 55% in size
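Compounds, transferred as 23 nL by pin tool, were incubated with cells for 48 hr; DNA content per nucleus was then quantified by Hoechst staining and fluorescence plate imaging.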
KB-3-1 tox – qHTS assay for MDR1-selective chemotherapeutics: Primary screen using the parental adenocarcinoma cell KB-3-1 | Potency, µM (doses to about 46.1 µM), for the others: at the highest dose activity change, negative = cytotoxic, hits mostly cytotoxic | hit rate 1.4% among 400,000 | KB-3-1 viability, CellTiter-Glo ATP luminescence, 72 h | AID 1347075, 2019; further: on the % scale 0 is the no-effect control and ±100 the full control effect; nearly all actives have a fitted effect of over 60% in size
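KB-3-1 parental drug-naive adenocarcinoma cells in DMEM/10% FBS, incubated 72 h at 37 C with pin-transferred compounds across a concentration series. Viability by CellTiter-Glo luminescence; concentration-response curves fitted after normalization.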
GLP1R ag – qHTS of GLP-1 Receptor Agonists | HEK293 GLP-1R CRE-luciferase, luminescence, 4-6 h; cells express a hypersensitive GLP-1R form | hit rate 0.007% among 380,000 | Potency, µM (series often up to 45.6 µM), for the others: at the highest dose activation, actives largely listed as activators | Glucagon-like peptide 1 receptor (Homo sapiens), P43220 | AID 624172, 2012; further: % of control where 0% means no effect
TDP43 rescue – qHTS of TDP-43 Inhibitors | Potency, µM (series often up to 46.1 µM), inactives show at the top dose growth rescue (activation), most hits filed as activators | TDP-43 expressing yeast growth rescue, BacTiter-Glo, 24 h | hit rate 1.8% among 410,000; further: % of control where 0% means no effect; nearly all actives have a fitted effect of over 50% in size
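Galactose-induced TDP-43 yeast, OD600=0.02, compound pinned; 24 hr, 30 deg C; BacTiter-Glo luminescence for growth. Inhibitors of TDP-43 toxicity read as activators.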
GLP1R cytotox – qHTS of GLP-1 Receptor Inverse Agonists: Cytotox Screen; HEK293 cAMP-luciferase reporter cells, luminescence, 24 h; Potency, µM (doses to about 38.3 µM), for inactives: at the top dose activity change, negative = inhibition, actives largely listed as inhibitors; hit rate 0.13% among 410,000;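 further: loss of luciferase light is scored as toxicity; on the % scale 0 is the no-effect control and ±100 the full control effect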
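MLSMR compounds, 24 hr on cells at 37 deg C/5% CO2; luminescence after luciferase reagent (12 min RT). Inhibition counted as the undesired cytotoxic outcome.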
* marks the source's active call; other numbers are inactive results; ? = inconclusive; . = not tested or not shown; [ ] = dose if it differs, or a comment. The call rests on the fitted dose curve; in most records, active means well fitted curve in the direction sought with a large enough effect; inconclusive means small, poorly fitted or top-dose-only effect, or another doubt; inactive means no such curve, though single readings can be large; an effect the other way counts as inactive or inconclusive. Potency means the concentration at half of the fitted maximal effect.

Preview:
# | mol | HT1080-NT tox | HT1080 IDH1KD tx | KB-3-1 tox | GLP1R ag | GLP1R cytotox
1 | CN(Cc1ccccc1)C(=O)c1ccc(NC(=O)Cc2cccc(NC(=O)C3CCCN(C(=O)CCc4ccccc4)C3)c2)cc1 (configuration not stated) | -1.9% | -4.6% | -17.2% | 10.2% | 4.9%
2 | O=C(NNC(=O)C1CC=CCC1)c1cccc(Br)c1 (configuration not stated) | 17.5% | 10.5% | 9.9% | 4.7% | 1.0%
3 | O=S(=O)(Nc1nc2ccccc2nc1NCC1CCCO1)c1cccc(Cl)c1 (configuration not stated) | -18.1% | -19.7% | -0.1% | -1.2% | 5.2%

# | GLP-1R inv ag | TDP43 rescue | SW480 rerep | KB-V1 cytotox
1 | 3.3% | 11.7% | 18.1% | -1.0%
2 | 3.2% | 13.0% | -1.3% | 14.5%
3 | -16.4% | ? | -2.7% | -18.9%

The whole of this part, from the first entry:
# | mol | HT1080-NT tox | HT1080 IDH1KD tx | KB-3-1 tox | GLP1R ag | GLP1R cytotox
1 | CN(Cc1ccccc1)C(=O)c1ccc(NC(=O)Cc2cccc(NC(=O)C3CCCN(C(=O)CCc4ccccc4)C3)c2)cc1 (configuration not stated) | -1.9% | -4.6% | -17.2% | 10.2% | 4.9%
2 | O=C(NNC(=O)C1CC=CCC1)c1cccc(Br)c1 (configuration not stated) | 17.5% | 10.5% | 9.9% | 4.7% | 1.0%
3 | O=S(=O)(Nc1nc2ccccc2nc1NCC1CCCO1)c1cccc(Cl)c1 (configuration not stated) | -18.1% | -19.7% | -0.1% | -1.2% | 5.2%
4 | Cc1nc(NC(=O)CSc2nnnn2Cc2ccccc2)sc1C | 5.8% | 2.8% | 8.0% | 16.6% | -4.5%
5 | O=c1[nH]nc(Cc2ccc(-c3ccc(Cl)cc3)o2)c2ccccc12 | ? | -28.5% | -1.9% | 7.5% | 9.0%
6 | COc1cc(C(=O)CCc2ccc3c(c2)OCO3)cc(OC)c1OC | -11.6% | -6.9% | -2.3% | 4.2% | 14.3%
7 | CN1CCN(C(c2cccc(Br)c2)c2sc3nc(-c4ccco4)nn3c2O)CC1 (configuration not stated) | . | . | 8.2% | . | -15.0%
8 | COC(=O)c1c(SCc2ccc(C#N)cc2)nc(=O)[nH]c1C | 0.7% | -8.4% | 2.2% | 7.1% | -2.9%
9 | COc1cccc(NC(=O)c2ccc[n+](C)c2)c1 | 8.0% | 1.5% | 0.9% | -0.1% | -18.1%
10 | O=C(Nc1ccc2c(c1)OCO2)C1CC(c2ccc(Cl)cc2)=NO1 (configuration not stated) | ? | -21.3% | 11.1% | -0.1% | -1.3%
11 | Cc1cc(C)nc(SCc2nc3nc(C)cc(C)n3c2Br)n1 | 11.9% | 17.5% | -1.7% | -0.3% | -4.9%
12 | CC(=O)N1CCN(CC(=O)Nc2ccc([N+](=O)[O-])cc2Br)CC1 | -19.6% | -25.6% | -1.2% | 6.7% | -1.5%
13 | O=C(O)c1ccc(S(=O)(=O)/N=C2\C=C(Nc3ccccc3F)C(=O)c3ccccc32)cc1 | ? | 8.2µM* | ? | -9.0% | ?
14 | COc1ccc(CN2CCC(n3nccc3NC(=O)C3CC3)CC2)c(OC)c1OC | 0.0% | 11.5% | 21.7% | -5.4% | -11.3%
15 | CCCSc1sc(C(=O)OC)c(-c2cccs2)c1C#N | 1.5% | -0.2% | 8.4% | 32.6% | 19.3%

# | GLP-1R inv ag | TDP43 rescue | SW480 rerep | KB-V1 cytotox
1 | 3.3% | 11.7% | 18.1% | -1.0%
2 | 3.2% | 13.0% | -1.3% | 14.5%
3 | -16.4% | ? | -2.7% | -18.9%
4 | -30.8% | -1.9% | -2.8% | 0.0%
5 | 0.0% | 23.7% | ? | -16.3%
6 | -3.0% | -19.8% | -0.5% | ?
7 | 16.7% | 15.7% | . | -3.2%
8 | 3.5% | 2.5% | 2.5% | -3.0%
9 | 3.6% | 9.0% | -45.7% | 32.5%
10 | 2.9% | 4.3% | 2.2% | -3.5%
11 | 6.6% | 1.0% | -0.3% | -12.0%
12 | 1.8% | 12.3%[9.22 µM] | -7.7% | ?
13 | ? | -19.5% | 6.51µM* | ?
14 | 8.2% | 2.6% | -0.8% | 11.4%
15 | ? | -4.8% | -4.1% | -2.5%

Continuation:
# | mol | HT1080-NT tox | HT1080 IDH1KD tx | KB-3-1 tox | GLP1R ag | GLP1R cytotox
16 | COc1ccc(N(CC(=O)Nc2c(C)n(C)n(-c3ccccc3)c2=O)S(=O)(=O)c2ccc(C)cc2)cc1OC | -0.7% | 20.7% | 5.9% | 10.4% | 3.1%
17 | CN(C)c1ccnc(SCc2ccccc2Cl)c1C#N | -5.3% | ? | 4.4% | 22.2% | 0.5%
18 | Cc1c(OC(C)C(=O)NCc2ccncc2)ccc2c3c(c(=O)oc12)CCC3 (configuration not stated) | 13.0% | 4.9% | -2.2% | 13.3% | 3.9%
19 | Cn1c(=O)c2c(-c3ccc(Cl)cc3)n(CCc3ccccc3)cc2n(C)c1=O | . | . | -15.3% | -6.7% | 3.0%
20 | CCCN1CCN(CCNC(=O)Nc2ccccc2OCC)CC1 | . | . | -19.6% | . | -16.4%
21 | CCCCCCCCCC(=O)N/N=C(\C)c1cccnc1 | -1.2% | -14.2% | 0.0% | 25.8% | -3.5%
22 | Cc1noc(C)c1COc1ccc(C(=O)NCCc2ccc(S(N)(=O)=O)cc2)cc1 | -13.9% | -1.9% | -8.8% | 8.4% | 18.5%
23 | OC[C@@H](O)[C@H](O)C(/C=N/Nc1ccccc1)=N\Nc1ccccc1 | ? | ? | ? | 0.2% | ?
24 | C(=N\n1cnnc1)/c1cccc(Oc2ccccc2)c1 | 4.4% | 1.8% | 0.1% | 15.1% | 2.0%
25 | Cc1ccc(NC(=O)Cn2nnc(C(=O)NCc3ccco3)c2N)cc1 | ? | ? | -10.1% | 2.9% | -10.9%
26 | O=C(c1ccco1)N1CCN(Cc2nc(Cc3ccccc3)no2)CC1 | -1.1% | 7.5% | -1.3% | 4.4% | 14.3%
27 | O=C(C1Cc2ccccc2CN1S(=O)(=O)c1cccs1)N1CCCCCC1 (configuration not stated) | 6.5% | 0.5% | 3.0% | 3.1% | -12.0%
28 | CC1(c2cccc3ccccc23)NC(=O)N(CC(=O)NC2CCS(=O)(=O)C2)C1=O (configuration not stated) | 0.7% | -1.4% | 10.3% | -0.7% | 14.1%
29 | O=c1ccn([C@@H]2O[C@H](COS(=O)(=O)O)[C@@H](O)[C@H]2O)c(=O)[nH]1 | 2.1% | -3.0% | -22.6% | -0.5% | 0.8%
30 | CCc1nnc(NC(=O)CCC(=O)N2CCN(S(=O)(=O)c3ccc(OC)cc3)CC2)s1 | 20.4% | 24.1% | 0.0% | -0.9% | 8.4%

# | GLP-1R inv ag | TDP43 rescue | SW480 rerep | KB-V1 cytotox
16 | 11.4% | -10.0% | -4.5% | -15.4%
17 | 0.0% | ? | 0.2% | ?
18 | 73.4%[activator] | 19.6% | ? | ?
19 | -0.4% | -23.9% | . | 0.0%
20 | 0.5% | 8.3% | . | 14.3%
21 | ? | -5.1% | -0.3% | -29.1%
22 | 69.3%[activator] | 0.0% | -394.5%[inhibitor] | -0.1%
23 | 2.51µM* | ? | -1.8% | 16.1%
24 | 0.0% | ? | 21.2% | 7.7%
25 | 0.5% | 2.9% | -7.9% | 0.0%
26 | 9.2% | 1.0% | 6.5% | -21.6%
27 | -30.5% | 4.5% | -0.1% | 0.9%
28 | 11.3% | 19.9% | -7.1% | 0.8%
29 | 20.7% | -20.3% | 15.6% | -6.5%
30 | 19.9% | 6.7% | 1.5% | ?

More entries follow:
# | mol | HT1080-NT tox | HT1080 IDH1KD tx | KB-3-1 tox | GLP1R ag | GLP1R cytotox
31 | Cc1ccc(C2CC(=O)C(C=NCCN3CCN(CC(=O)Nc4cc(C)cc(C)c4)CC3)=C(O)C2)cc1 (configuration not stated) | -5.1% | -0.8% | -0.9% | -3.6% | -8.0%
32 | CN1CCN(CCCNC(=O)C2CC(=O)N(C3CCCCC3)C2)CC1 (configuration not stated) | 2.5% | 4.0% | 13.4% | -11.6% | 5.5%
33 | CN(CCN1CCOCC1)C(=O)c1cc(COc2ccc(F)cc2Cl)on1 | 3.4% | 5.5% | 10.5% | -0.8% | 5.2%
34 | CSc1nc(COC(=O)NC(C)C)c(COC(=O)NC(C)C)n1Cc1ccccc1 | 17.8% | 5.1% | 0.0% | 4.0% | 1.0%
35 | Nc1c2c(=O)[nH]c(O)cc2nn1-c1ccccc1 | 1.6% | -3.6% | -0.5% | 17.7% | -12.1%
36 | CC1CCCCC1NC(=O)COC(=O)c1ccc(S(=O)(=O)N2CCOCC2)cc1 (configuration not stated) | 10.5% | 11.0% | -7.5% | 3.8% | -9.1%
37 | C[C@]12c3[nH]c4cc(-c5ccco5)ccc4c3CCN1C(=O)[C@@H](CC(=O)NCCCn1ccnc1)C[C@@H]2C(=O)N1CCCCC1 | -2.8% | -7.4% | -8.1% | 3.3% | -0.6%
38 | Cc1ccc(S(=O)(=O)N2CCN(C(=O)COC(=O)c3ccc(Cl)c(S(N)(=O)=O)c3)CC2)c(C)c1 | 7.4% | 6.9% | -2.8% | 6.0% | -18.6%
39 | COc1cc(C(=S)N2CCOCC2)cc(OC)c1OC(=O)c1ccccc1Cl | -13.8% | -16.1% | 0.8% | 2.8% | -20.3%

# | GLP-1R inv ag | TDP43 rescue | SW480 rerep | KB-V1 cytotox
31 | -0.6% | -2.0% | -0.8% | 0.2%
32 | 10.9% | -12.4% | -6.2% | 32.4%
33 | 2.4% | -4.5% | . | -27.7%
34 | 25.7% | 11.3% | . | 2.7%
35 | 4.7% | -4.9% | 0.3% | -10.1%
36 | -23.6% | -13.9% | -5.1% | 0.0%
37 | 4.7% | ? | -0.1% | -21.5%
38 | 2.6% | 11.9% | -7.8% | 1.0%
39 | -16.5% | -19.7% | . | -17.9%

High-throughput results: PubChem, National Center for Advancing Translational Sciences (NCATS)
